# EPAC1 antag: qHTS for Antagonist of cAMP-regulated guanine nucleotide exchange factor 3 (EPAC1): primary screen. Potency, µM (top dose mostly 115 µM), inactives show at the highest dose activity change, negative = inhibition, usual class: inhibitors. 360,000 tested, 0.14% active. EPAC1 GEF assay, Rap1b-BODIPY-GDP exchange fluorescence. Rap guanine nucleotide exchange factor 3 (Homo sapiens), O95398. AID 720709, 2013;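 note: plate controls were vehicle for no effect and positive control for full effect; nearly all actives have a fitted effect of over 50% in size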
# EPAC2 antagonist: qHTS for Antagonist of cAMP-regulated guanine nucleotide exchange factor 2 (EPAC2): primary screen. Rap guanine nucleotide exchange factor 4 (Homo sapiens), Q8WZA2. EPAC2 GEF exchange of Rap1B-BODIPY-GDP, fluorescence. Potency, µM (series often up to 114 µM), for inactives: at the top dose activity, negative = inhibition, actives largely listed as inhibitors. 360,000 tested, 0.18% active; note: % is set by controls: 0 for no effect and ±100 for the full control effect; nearly all actives have a fitted effect of over 45% in size; many of its hits are not listed in these tables
# Target sequence (Q8WZA2 whole entry, looked up): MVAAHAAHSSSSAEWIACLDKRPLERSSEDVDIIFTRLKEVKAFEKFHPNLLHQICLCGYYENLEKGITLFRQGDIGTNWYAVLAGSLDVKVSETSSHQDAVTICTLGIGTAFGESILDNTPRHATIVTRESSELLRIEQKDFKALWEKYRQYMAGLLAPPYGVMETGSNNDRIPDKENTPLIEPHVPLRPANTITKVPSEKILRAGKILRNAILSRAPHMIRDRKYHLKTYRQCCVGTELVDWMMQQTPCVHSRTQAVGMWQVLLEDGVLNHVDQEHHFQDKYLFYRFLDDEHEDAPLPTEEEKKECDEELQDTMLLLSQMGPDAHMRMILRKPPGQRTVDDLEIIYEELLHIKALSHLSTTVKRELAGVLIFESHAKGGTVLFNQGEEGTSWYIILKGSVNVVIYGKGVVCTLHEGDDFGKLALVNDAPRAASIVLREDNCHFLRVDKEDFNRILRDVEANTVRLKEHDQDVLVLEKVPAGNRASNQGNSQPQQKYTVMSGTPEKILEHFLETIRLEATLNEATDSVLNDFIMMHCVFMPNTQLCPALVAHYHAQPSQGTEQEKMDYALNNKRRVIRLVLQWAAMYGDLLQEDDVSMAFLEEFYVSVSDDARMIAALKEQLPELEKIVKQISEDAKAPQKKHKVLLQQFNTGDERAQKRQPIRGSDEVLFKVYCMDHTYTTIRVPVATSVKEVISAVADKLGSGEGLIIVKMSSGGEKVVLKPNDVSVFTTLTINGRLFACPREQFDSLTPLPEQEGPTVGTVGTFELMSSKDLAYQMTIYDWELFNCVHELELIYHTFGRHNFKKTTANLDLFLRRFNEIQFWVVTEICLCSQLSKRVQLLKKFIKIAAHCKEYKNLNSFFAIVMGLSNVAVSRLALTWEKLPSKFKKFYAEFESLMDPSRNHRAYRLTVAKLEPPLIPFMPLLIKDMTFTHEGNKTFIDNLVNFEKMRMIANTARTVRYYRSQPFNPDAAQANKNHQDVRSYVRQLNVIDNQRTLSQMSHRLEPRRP
# FUS suppressor: qHTS for Suppressors of FUS Proteinopathy: Primary screen using FUS-linked yeast assay | 390,000 tested, 0.24% active | S. cerevisiae FUS-expressing, growth rescue, OD600, 24 h | Potency, µM (top dose mostly 76.6 µM), without a hit: at the top dose growth rescue (activation), hits mostly activators;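 note: plate controls were DMSO vehicle for no effect and reference control for full effect; nearly all actives have a fitted effect of over 55% in size; some results filed as inactive show a strong effect at the top dose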
#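 Yeast expressing FUS under galactose induction, OD 0.005 in 2% galactose medium; compounds in a dilution series, 24 h at 30C. Growth rescue by absorbance at 600 nm; CP55940 positive control, DMSO negative.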
# PTHR1 ag: qHTS for PTHR1 Agonists: Primary Screen; Parathyroid hormone/parathyroid hormone-related peptide receptor (Homo sapiens), Q03431; HEK293 GP2 PTHR1 cells, GloSensor cAMP luminescence, 1 h; Potency, µM (doses to about 115 µM), for inactives: at the top dose activation, usual class: activators; 410,000 tested, 0.075% active; note: nearly all actives have a fitted effect of over 55% in size; some results filed as inactive show a strong effect at the top dose; inactives centre near -15; many of its hits are not listed in these tables
#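 HEK-293-derived GP2 cells expressing PTHR1 and a GloSensor cAMP reporter, 3,000/well, plated overnight, given luciferin plus IBMX (each 0.5 mM as added) for 1 h at 37 °C, then compound for 1 h at 37 °C. Luminescence was read after 15 min at room temperature.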
# aSyn rescue: qHTS of alpha-syn Inhibitors. Yeast expressing alpha-synuclein, growth rescue, BacTiter-Glo, 24 h. AID 652106, 2013. Potency, µM (titrated, usually from 46.1 µM), without a hit: at the top dose growth rescue (activation), usual class: activators. 370,000 tested, 0.14% active; note: % of control where 0% means no effect; nearly all actives have a fitted effect of over 65% in size
#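 Screening used galactose-induced yeast with toxic alpha-synuclein levels, exposed to compound for 24 hr at 30 deg C. Cell growth, read with BacTiter-Glo luminescence, gave the measured signal.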
# EPAC2 agonist: qHTS for Agonist of cAMP-regulated guanine nucleotide exchange factor 4 (EPAC2): primary screen | Potency, µM (highest dose often 154 µM), for the others: top-dose activation, hits mostly activators | 360,000 tested, 0.079% active | EPAC2 activation, biochemical qHTS; response scale: 100% = 6.5 mM cAMP response | Rap guanine nucleotide exchange factor 4 (Homo sapiens), Q8WZA2; note: nearly all actives have a fitted effect of over 50% in size
#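 Setup: EPAC2 100 nM, labeled Rap1B complex 250 nM, free GDP 50 uM. Compound titrations pinned in, brief spin, 5 min room temperature incubation. Kinetic fluorescence read over 30 min, normalized to 6.5 mM cAMP.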
# TDP-43 yeast inh: qHTS of TDP-43 Inhibitors. TDP-43 expressing yeast growth rescue, BacTiter-Glo, 24 h. Potency, µM (titrated, usually from 46.1 µM), without a hit: at the highest dose growth rescue (activation), hits mostly activators. 410,000 tested, 1.8% active. AID 652104, 2013; note: % of control where 0% means no effect; nearly all actives have a fitted effect of over 50% in size
#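 Readout is BacTiter-Glo luminescence of cell growth, so inhibitors register as activators. TDP-43-expressing yeast at OD600=0.02 in galactose medium, after raffinose pregrowth to mid-log, were incubated with compound for 24 hr at 30 deg C.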
# EPAC1 ag: qHTS for Agonist of cAMP-regulated guanine nucleotide exchange factor 3 (EPAC1): primary screen; Potency, µM (highest dose often 154 µM), for the others: at the highest dose activation, most hits filed as activators; 360,000 tested, 0.073% active; EPAC1 agonist qHTS, biochemical assay; response scale: 100% = response to 6.5 mM cAMP; note: nearly all actives have a fitted effect of over 60% in size
#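 Multi-concentration qHTS readout: loss of Rap1B-bound BODIPY-GDP fluorescence driven by 100 nM EPAC1 with excess GDP (50 uM), monitored kinetically at room temperature; agonist response expressed relative to 6.5 mM cAMP.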
# Numbers without * were called inactive; i = inactive; ? = inconclusive; · = not tested or not shown; [ ] = remark or other dose. Calls come from the whole dose curve; as a rule, active = well fitted curve in the direction sought with a large enough effect; inconclusive = small, poorly fitted or top-dose-only effect, or another doubt; inactive = no such curve, though single readings can be large; an effect the other way counts as inactive or inconclusive. Potency is the fitted concentration of half-maximal effect. Not all compounds are listed. The share of hits here may be higher or lower than overall.
# Value order: EPAC1 antag, EPAC2 antagonist, FUS suppressor, PTHR1 ag, aSyn rescue, EPAC2 agonist, TDP-43 yeast inh, EPAC1 ag
CCc1nnc(NC(=O)C(c2ccccc2)c2ccccc2)s1
  ?, -6%, -1%, -51%[inhibitor], 3%, 5%, -15%, -10%
CCC(c1nnnn1-c1ccc2c(c1)OCCO2)N1CCN(C(C)=O)CC1 (stereo not drawn)
  7%, 6%, 12%, -17%, 3%, -1%, 0%, -9%
CCOC(=O)COc1c(-c2ccc(OC)cc2)oc2ccccc2c1=O
  ?, -7%, 36%, -4%[57.5 µM], 22%, 3%, -6%, -12%
N#CC1=C(Nc2ccccc2)SC=C(c2ccc(Br)cc2)N=C1N1CCOCC1
  -3%, 17%, 35%, i, -1%, 1%, -9%, -1%
CCCCCCn1nc(C(=O)N(CC(C)C)c2c(N)n(CCCC)c(=O)[nH]c2=O)c2ccccc2c1=O
  -13%, -6%, 27%, -17%, -3%, -8%, 13%, 19%
COc1cc(OC)cc(-c2sc3ccc(OC)cc3c2-c2ccc(O)cc2)c1
  -10%, -22%, 39%, -12%, -24%, 9%, 3%, -8%
CC(C)(C)N1C(=O)c2ccccc2NC(=O)C1C(=O)NCc1ccco1 (stereo not drawn)
  -6%, 0%, 7%, i, -13%, -2%, 17%, 5%
CCCN(CC(=O)Nc1cc(Cl)ccc1Cl)C(=O)c1ccccn1
  6%, 0%, -12%, -17%, -1%, -4%, 26%, -8%
COc1ccc(C2C3=C(N=C4SCC(=O)N42)c2ccccc2CC3)cc1 (stereo not drawn)
  1%, 6%, ?, i, -2%, 6%, 0%, 8%
N#Cc1c(N)nc(N2CCCC2)c(C#N)c1-c1ccc(Cl)cc1
  -3%, 1%[57.1 µM], 11%, i, 4%, -8%, -5%, -3%
O=C(Nc1ccnc(-c2cccnc2)n1)c1cccs1
  -4%, 0%, -7%, -14%, -3%, 9%, 5%, -4%
CC(C)OC(=O)c1cc(-c2ccc(C=O)o2)ccc1Cl
  -13%, -4%, -1%, i, -8%, -13%, 18%, 6%
Cc1nnc2c3ccccc3c(Cl)nn12
  1%, 4%, -31%, -23%, 3%, -1%, 23%, -5%
COc1ccc(-n2c(SCC(=O)N3CCCC(C)C3)nnc2-c2cccnc2)cc1 (stereo not drawn)
  -12%, -6%, 10%, -59%[inhibitor], -1%, 3%, 21%, 2%
CN(C)S(=O)(=O)N(Cc1ccc(Br)cc1)c1ccccc1
  8%, 0%, 20%, -1%[57.5 µM], 14%, 17%, -3%, 9%
C=C1CCN(c2ccc(C(=O)O)cc2[N+](=O)[O-])CC1
  3%, 1%, -10%, 6%, -31%[inhibitor], 1%, ?, -10%
CCOC(=O)c1csc(NC(=O)c2cc3ccccc3o2)n1
  -2%, 11%, -5%, -35%[inhibitor], -9%, 5%, 8%, -8%
O=C(c1ccc(Cl)c([N+](=O)[O-])c1)N(Cc1ccc(F)cc1)C1CCS(=O)(=O)C1 (stereo not drawn)
  -1%, -1%, 0%, -29%, -1%, 3%, -16%, 10%
Cc1nc(-c2nnc(SCC(=O)Nc3ccc(C(F)(F)F)cc3)n2C)cs1
  12%, -4%, -4%, i, 0%, 1%, 6%, 6%
O=C(Cn1nc(-c2ccccc2)c2ccccc2c1=O)Nc1cccc(O)c1
  2%, -5%, -4%, -35%[inhibitor], -1%, 2%, ?, 1%

# Part of the list above in order of heavy-atom count, low to high.
# Value order: EPAC1 antag, EPAC2 antagonist, FUS suppressor, PTHR1 ag, aSyn rescue, EPAC2 agonist, TDP-43 yeast inh, EPAC1 ag
Cc1nnc2c3ccccc3c(Cl)nn12
  1%, 4%, -31%, -23%, 3%, -1%, 23%, -5%
C=C1CCN(c2ccc(C(=O)O)cc2[N+](=O)[O-])CC1
  3%, 1%, -10%, 6%, -31%[inhibitor], 1%, ?, -10%
O=C(Nc1ccnc(-c2cccnc2)n1)c1cccs1
  -4%, 0%, -7%, -14%, -3%, 9%, 5%, -4%
CN(C)S(=O)(=O)N(Cc1ccc(Br)cc1)c1ccccc1
  8%, 0%, 20%, -1%[57.5 µM], 14%, 17%, -3%, 9%
CCOC(=O)c1csc(NC(=O)c2cc3ccccc3o2)n1
  -2%, 11%, -5%, -35%[inhibitor], -9%, 5%, 8%, -8%
CCc1nnc(NC(=O)C(c2ccccc2)c2ccccc2)s1
  ?, -6%, -1%, -51%[inhibitor], 3%, 5%, -15%, -10%
CCCN(CC(=O)Nc1cc(Cl)ccc1Cl)C(=O)c1ccccn1
  6%, 0%, -12%, -17%, -1%, -4%, 26%, -8%
CCOC(=O)COc1c(-c2ccc(OC)cc2)oc2ccccc2c1=O
  ?, -7%, 36%, -4%[57.5 µM], 22%, 3%, -6%, -12%
CCC(c1nnnn1-c1ccc2c(c1)OCCO2)N1CCN(C(C)=O)CC1 (stereo not drawn)
  7%, 6%, 12%, -17%, 3%, -1%, 0%, -9%
COc1cc(OC)cc(-c2sc3ccc(OC)cc3c2-c2ccc(O)cc2)c1
  -10%, -22%, 39%, -12%, -24%, 9%, 3%, -8%
N#CC1=C(Nc2ccccc2)SC=C(c2ccc(Br)cc2)N=C1N1CCOCC1
  -3%, 17%, 35%, i, -1%, 1%, -9%, -1%
COc1ccc(-n2c(SCC(=O)N3CCCC(C)C3)nnc2-c2cccnc2)cc1 (stereo not drawn)
  -12%, -6%, 10%, -59%[inhibitor], -1%, 3%, 21%, 2%
CCCCCCn1nc(C(=O)N(CC(C)C)c2c(N)n(CCCC)c(=O)[nH]c2=O)c2ccccc2c1=O
  -13%, -6%, 27%, -17%, -3%, -8%, 13%, 19%

# Other structures.
# Value order: EPAC1 antag, EPAC2 antagonist, FUS suppressor, PTHR1 ag, aSyn rescue, EPAC2 agonist, TDP-43 yeast inh, EPAC1 ag
CN(C)S(=O)(=O)n1cc(/C=C(\NC(=O)c2ccccc2Cl)C(=O)NCCN2CCOCC2)c2ccccc21
  10%, 5%, 0%, -1%, 0%, -9%, 1%, -19%
Cc1noc(C)c1-c1ccc2ncnc(NC(C)c3ccco3)c2c1 (stereo not drawn)
  9%, 5%, 6%, -42%[inhibitor], ·, 7%, ·, -9%
CCOC(=O)C1CCN(Cc2ccc(OCc3ccccc3)cc2)CC1
  -6%, 4%, -5%, -15%, 19%, 18%, -3%, 8%
CC1CCN(S(=O)(=O)c2ccc3[nH]c(=O)ccc3c2)CC1
  -11%, 13%, -28%, i, -4%, -1%, 8%, -8%
CCOC(=O)C1CCN(c2c(Nc3ccc4c(c3)OCCO4)c(=O)c2=O)CC1
  8%, 14%, 9%, i, -2%, 12%, -4%, -4%
Cc1ccc(N2CC(C)Cn3c2nc2c3c(=O)[nH]c(=O)n2C)cc1C (stereo not drawn)
  11%, 3%, 4%, -1%, 0%, -6%, -14%, -7%
O=C1CNC(=O)/C1=C/c1ccc(O)cc1
  7%, -5%, 29%, -8%, -8%, -2%, 0%, -1%
CNC(=S)N(Cc1ccc(OC)cc1)Cc1cc2cc(C)ccc2[nH]c1=O
  1%, 10%, -2%, i, -1%, 0%, 0%, 3%
COc1ccc(/C=C2\CN(Cc3ccccc3)C/C(=C\c3ccc(OC)cc3)C2=O)cc1
  -7%, 0%, ·, i, -14%, -5%, 13%, 7%
O=C(c1cccs1)C1CCCN(Cc2nc(Cc3ccccc3F)no2)C1 (stereo not drawn)
  -12%, 0%, -27%, -7%, 9%, 3%, -3%, 1%
OC(c1ccc(Cl)cc1)c1ncc(-c2ccccc2F)[nH]1 (stereo not drawn)
  -14%, -9%, -14%, -93%[inhibitor], 11%, 5%, 11%, 9%
O=C(O)c1nn(CCOc2ccc(Br)cc2)c(=O)c2ccccc12
  -4%, -14%, 30%, -7%, 4%, 10%, 13µM*, 13%
CCc1ccc(OC)c(S(=O)(=O)NCc2cccs2)c1
  -18%, -9%, 3%, i, 1%, -1%, 22%, -4%
Cc1ccnc(NC(=O)c2cccs2)c1
  9%, 0%, ?, i, -21%, -23%[15.6 µM], -31%[inhibitor], 1%
Cc1ccc(C)c(N2CCN(C(=O)CCS(=O)(=O)c3cc4c(cc3Cl)NC(=O)CO4)CC2)c1
  ·, ·, ?, -41%[inhibitor], 2%, ·, 12%, ·
O=C(COC(=O)c1ccccc1Cl)Nc1cccc(S(=O)(=O)N2CCCCC2)c1
  5%, 2%, 37%, -41%[inhibitor], 10%, 14%, 22%, 13%
COc1ccc(OC)c(C(C)NC(=O)Nc2cccc(C(C)=O)c2)c1 (stereo not drawn)
  0%, -10%, -20%, -7%, 0%, 2%, 2%, -6%
Cc1nonc1OCC(C)(COc1nonc1C)NC(=O)c1ccccc1
  -1%, 11%, 10%, 17%[57.5 µM], -4%, -6%, 1%, -6%
CCN(CC)C(=O)Cn1c(=O)n(CCCC(=O)NCc2ccccc2)c(=O)c2sccc21
  10%, 3%, 0%, -11%, 5%, 5%, 8%, 5%
COc1ccc(C=NNC(=O)CCCC(=O)NN=Cc2ccc(OC)c(OC)c2)cc1OC
  -1%, 12%, ·, -2%, -4%, 3%, 6%, -13%
Cn1cnc(S(=O)(=O)N2C[C@@H](O)COC[C@@H]3O[C@H](CC(=O)NC4CCC4)CC[C@H]32)c1
  -13%, -18%, -10%, i, -5%, -5%, 14%, 2%
O=C(Nc1ccc(Cl)cn1)c1ccc(Oc2ccccc2)cc1
  -1%, 0%, -10%, i, -1%, 13%, ?, 22%
O=c1[nH][nH]c2c1[C@H](c1ccc(F)cc1)O[C@H](CCC(F)(F)F)C2
  -12%, 2%, 5%, 18%, ?, 1%, 20µM*, -2%
Cc1ccccc1OCc1nnc(SCC(=O)Nc2ccc(N3CCOCC3)c(Cl)c2)n1C
  4%, 4%, ·, -11%, -5%, -16%, -6%, -16%
CN(C)CCSc1nnc2[nH]c3ccccc3c2n1
  1%, 0%, ·, -20%, -1%, -5%, -9%, 8%

# Screens: PubChem, National Center for Advancing Translational Sciences (NCATS)
